# Screens (PubChem BioAssay)
# Mito fusion act: mitochondrial division inhibition or fusion activation; 320,000 compounds, 0.23% hits; AID 485298; Potency, µM (top dose mostly 46.1 µM), for the others: at the highest dose growth rescue (activation), most hits filed as activators; S. cerevisiae fusion-defective mutant growth rescue, CellTiterGlo 48 h;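 also: potency is read from the fitted curve at half-maximal effect; % of control where 0% means no effect; nearly all actives have a fitted effect of over 45% in size; temperature-sensitive fusion mutants such as fzo1-1 at 37 °C on non-fermentable ethanol glycerol medium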
#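 Luminescent cell viability in 1536-well qHTS format served as the measure of rescued growth in ts fusion-mutant S. cerevisiae cultured on non-fermentable YPEG for 48 hours at 37C.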
# B2AR arrestin: recruits beta-arrestin to the human beta2-adrenergic receptor; 330,000 compounds, 0.02% hits; Potency, µM (doses to about 46.1 µM), without a hit: at the highest dose activation, usual class: activators; beta-arrestin recruitment to beta2AR, cell-based reporter;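 also: potency is read from the fitted curve at half-maximal effect; 0% = DMSO controls and full agonism = EC100 isoproterenol or metaproterenol; nearly all actives have a fitted effect of over 65% in size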
# BCR signal inh: blocks chronic active B-cell receptor signaling; 340,000 compounds, 0.05% hits; Potency, µM (highest dose often 46.1 µM), for the others: at the highest dose ratio change, negative = lower green/red ratio, most hits filed as inhibitors; ABC-DLBCL IkBa-CBG/CBR reporter, luminescence ratio, 4 h; active = well fitted inhibition curve with a large enough effect in the signal ratio, with a control signal flat, not every such curve was filed as active; inconclusive = small, poorly fitted or top-dose-only effect, or effect the other way, or a change in a side signal; the % refers to the signal ratio;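 also: potency is read from the fitted curve at half-maximal effect; plate controls were basal doxycycline-induced cells for no effect and cells given 10 µM MG132 for full effect; MG132 reads +100%, hits lower the ratio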
#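 TMD8 ABC-DLBCL cells carrying doxycycline-inducible green luciferase fused to IkappaBalpha plus unfused red luciferase were exposed to compounds (up to 46 uM) for 4 hrs at 37C. Activity came from the overlap-corrected green/red luminescence ratio.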
# uPA generation: inhibitors of cell surface uPA generation; cell surface uPA generation assay, qHTS; 330,000 compounds, 0.31% hits; Potency, µM (titrated, usually from 38.3 µM), inactives show at the top dose activity change, negative = inhibition, usual class: inhibitors; active = well fitted inhibition curve with a large enough effect; inconclusive = small, poorly fitted or top-dose-only effect; inactive = no such curve, though single readings can be large or run the other way; tested in mouse RAW 264.7 cells; also: potency is read from the fitted curve at half-maximal effect; % is scaled to controls: 0 for no effect and ±100 for the full control effect; nearly all actives have a fitted effect of over 55% in size
# ELG1 repair inh: inhibitors of ELG1-dependent DNA repair in HEK293T cells | HEK293T ELG1-luciferase reporter, luminescence, 16 h; DNA damage induced by 5-fluorouridine | Potency, µM (highest dose often 46.1 µM), without a hit: top-dose activity change, negative = inhibition, actives largely listed as inhibitors | 330,000 compounds, 2.3% hits; also: potency is read from the fitted curve at half-maximal effect; % is scaled to controls: 0 for no effect and ±100 for the full control effect; nearly all actives have a fitted effect of over 55% in size
#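 5-Fluorouridine DNA damage + compound/DMSO, 2,000 cells/well, 16 h, 37 °C/5% CO2. ONE-Glo, 30 min RT, luminescence. Readout = decrease in reporter signal.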
# Eya2 inh: inhibitors of human Eya2 phosphatase activity; O00167; recombinant Eya2, OMFP fluorescence dephosphorylation (OMFP is methylfluorescein phosphate); Potency, µM (highest dose often 76.9 µM), for the others: at the top dose activity, negative = inhibition, usual class: inhibitors; 330,000 compounds, 0.006% hits; AID 488837; also: potency is read from the fitted curve at half-maximal effect; % is scaled to controls: 0 for no effect and ±100 for the full control effect
# Target sequence (O00167 whole entry, looked up): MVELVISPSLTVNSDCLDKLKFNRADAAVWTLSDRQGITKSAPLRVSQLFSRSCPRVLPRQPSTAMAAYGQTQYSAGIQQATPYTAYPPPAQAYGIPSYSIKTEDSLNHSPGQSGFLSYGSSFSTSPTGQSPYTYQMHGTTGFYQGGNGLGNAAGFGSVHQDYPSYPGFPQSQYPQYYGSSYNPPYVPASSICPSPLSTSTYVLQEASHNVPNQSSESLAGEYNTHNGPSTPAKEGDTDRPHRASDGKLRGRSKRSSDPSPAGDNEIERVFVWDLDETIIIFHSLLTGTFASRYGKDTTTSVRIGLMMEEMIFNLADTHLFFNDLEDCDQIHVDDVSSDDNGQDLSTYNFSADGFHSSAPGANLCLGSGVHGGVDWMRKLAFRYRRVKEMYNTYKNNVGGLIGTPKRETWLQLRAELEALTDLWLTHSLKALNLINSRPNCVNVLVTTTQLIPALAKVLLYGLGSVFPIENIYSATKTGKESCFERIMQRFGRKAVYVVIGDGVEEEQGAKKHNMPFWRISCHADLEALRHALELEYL
#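 Eya2 protein (added as 0.2 uM solution) was preincubated with compound for 10 min at ambient temperature in 50 mM HEPES pH 7.5, 50 mM NaCl, 5 uM MgCl2, 0.05% BSA, 1 mM DTT. OMFP (added at 50 uM) then reacted 10 min; fluorescence read at 485/525 nm.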
# TCR activator: T cell receptor activation | Potency, µM (top dose mostly 9.22 µM), for inactives: at the top dose activation of IL-2 secretion, usual class: activators | 330,000 tested, under 10 active | primary human leukocytes, anti-CD3, IL-2 HTRF, 48 h; also: % of control where 0% means no effect
#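 Using a-CD3 beads without co-stimulation, primary human leukocytes were exposed to compounds for 48 hr. An HTRF IL-2 kit measured the cytokine, with europium-to-d2 energy transfer producing emission at 665nm upon 320nm excitation.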
# PTAP TSG101 blk: blocks PTAP/TSG101 interaction to inhibit HIV-1 budding. AID 493005. Q99816. Potency, µM (series often up to 115 µM), without a hit: at the highest dose activity change, negative = inhibition, most hits filed as inhibitors. Fluorescence polarization, FITC-PTAP peptide / Tsg101 binding. 340,000 tested, under 10 active; active = well fitted inhibition curve with a large enough effect in the main read-out, with a control signal flat, not every such curve was filed as active; inconclusive = small, poorly fitted or top-dose-only effect, or effect the other way, or a change in a side signal; inactive = no such curve, though single readings can be large or run the other way; also: potency is read from the fitted curve at half-maximal effect; % of control where 0% means no effect
#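 FP read-out: FITC-PTAP peptide, 50 nM final, binding Tsg101 binding domain, 10 uM final; 20 min, r.t.; 10 mM HEPES pH 7.5, 0.15 M NaCl, 0.01% Tween 20, 3 mM EDTA, 0.1 mM TCEP.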
# TSHR antag: human thyrotropin receptor antagonism | AID 504810 | activity change, negative = inhibition, % at 11.5 µM | 330,000 compounds, 0.2% hits | TSHR-expressing cells, TSH-stimulated cAMP HTRF, 2 h; stronger effect = lower value | P16473;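 active = activity change below a set negative limit, meaning inhibition stronger than a set level, cut at about -70% in these data; inconclusive = activity change between two set negative limits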; also: % is scaled to controls: 0 for no effect and ±100 for the full control effect
#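 Competitive HTRF cAMP read-out (cryptate anti-cAMP antibody, cAMP-d2; 30 min, room temperature) in freshly harvested TSHR cells. Compounds added before TSH at EC80 (4nM final), followed by 2 hours' incubation at 37 deg C.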
# USP2a block: blocks human ubiquitin-specific protease USP2a; O75604; Potency, µM (titrated, usually from 38.3 µM), inactives show at the top dose activity change, negative = inhibition, actives largely listed as inhibitors; 330,000 compounds, 0.01% hits; USP2 core, Ub-CHOP2 coupled fluorogenic reporter, 485/531; AID 463254;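 also: potency is read from the fitted curve at half-maximal effect; plate controls were DMSO wells for no effect and full inhibition by NEM control for full effect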
#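 Deubiquitinase activity read as fluorescence (485/531 nm) after Ub-CHOP2 cleavage activates the enterokinase reporter on its substrate; USP2 core 10nM, Ub-CHOP2 and substrate 25nM each, 30min compound preincubation then 60min RT; data normalized to NEM, curves fitted.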
# Tb PFK block: blocks T. brucei phosphofructokinase | O15648 | T. brucei PFK, ADP-Glo luminescence | Potency, µM (titrated, usually from 57.5 µM), for the others: top-dose activity, negative = inhibition, actives largely listed as inhibitors | 330,000 compounds, 0.17% hits;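 also: potency is read from the fitted curve at half-maximal effect; 0% = uninhibited 1x PFK enzyme wells and -100% = no-enzyme wells; nearly all actives have a fitted effect of over 60% in size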
# Target sequence (O15648 whole entry, looked up): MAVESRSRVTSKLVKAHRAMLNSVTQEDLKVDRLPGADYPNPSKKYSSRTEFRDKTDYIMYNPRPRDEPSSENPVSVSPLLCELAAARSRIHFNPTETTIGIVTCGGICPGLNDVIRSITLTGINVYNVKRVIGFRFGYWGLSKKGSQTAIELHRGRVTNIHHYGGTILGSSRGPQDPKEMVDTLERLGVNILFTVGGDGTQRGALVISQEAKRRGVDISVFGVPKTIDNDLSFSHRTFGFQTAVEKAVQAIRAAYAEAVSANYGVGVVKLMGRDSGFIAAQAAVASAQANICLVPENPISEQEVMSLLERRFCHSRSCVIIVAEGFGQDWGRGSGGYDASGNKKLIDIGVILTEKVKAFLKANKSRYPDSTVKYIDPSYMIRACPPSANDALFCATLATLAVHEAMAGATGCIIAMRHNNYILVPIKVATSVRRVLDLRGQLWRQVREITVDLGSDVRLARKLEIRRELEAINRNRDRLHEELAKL
#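 1.25 nM PFK with 0.5 mM F6P and 0.1 mM ATP in 0.1 M TEA pH 8.0, 5 mM MgCl2, incubated 45 min at room temperature; ADP measured by ADP-Glo luminescence; compounds titrated up to 57 uM.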
# Starred values were filed as active, the others as inactive; ? = inconclusive; · = not tested or not shown; [ ] = another dose, or the depositor's remark. Unless noted, calls follow the shape of the dose curve; as a rule, active = well fitted curve in the direction sought with a large enough effect; inconclusive = small, poorly fitted or top-dose-only effect, or another doubt; inactive = no such curve, though single readings can be large; an effect the other way counts as inactive or inconclusive.
SMILES,Mito fusion act,B2AR arrestin,BCR signal inh,uPA generation,ELG1 repair inh,Eya2 inh,TCR activator,PTAP TSG101 blk,TSHR antag,USP2a block,Tb PFK block
C[C@@H]1COC(=O)[C@@H](Cc2ccc(F)cc2)C/C=C\C[C@@H](CC(=O)N(CCO)Cc2ccccc2)C(=O)N1,·,0.2%,1%,-1%,-23%,4%,0%,·,-1,0%,-5%
COc1ccccc1N1CCN(c2ccc3ccccc3n2)CC1,24%,0.1%,0%,-2%,?,2%,0%,0%,-2,0%,-3%
O=C(CNC(=O)c1ccc(Br)o1)NCC1CCCCC1,0%,0.1%,1%,13%,0%,0%,·,-1%,13,2%,-1%
Cc1noc(C)c1COC(=O)c1cccc(N(C)C)c1,15%,0.1%,?,·,-19%,2%,-5%,-6%,-2,1%,3%
CS(=O)(=O)N1CCC(C(=O)O)CC1,0%,0.0%,-18%,4%,7%,8%,2%,0%,10,-1%,-1%
CN1CCc2c(n(CC(O)CN3C(=O)c4ccccc4S3(=O)=O)c3ccccc23)C1=O (configuration not stated),8%,-0.6%,?,6%,15µM*,1%,-2%,-2%,4,1%,-2%
Cc1ccc(S(=O)(=O)NC(CC(C)C)C(=O)N2CCOCCOCCOCC2)cc1 (configuration not stated),-3%,-0.3%,8%,3%,10%,15%,-6%,0%,15,0%,0%
S=C1NNC2(NN1)C1CC3CC(C1)CC2C3,0%,-0.1%,0%,6%,-4%,3%,-4%[46.1 µM],-2%,-5,2%,1%
Cc1ccccc1CN1CCN(C(=O)c2ccc(S(=O)(=O)NCc3ccco3)cc2)CC1,-3%,0.3%,1%,?,-21%,15%,-5%,-3%,-8,0%,-3%
Cc1ccc(C(=O)Nc2ccc(N3CCOCC3)cc2N2CCOCC2)cc1,1%,0.1%,-7%,9%,?,2%,6%,-1%,2,3%,?
CC(C)OCCCNC(=S)Nc1ccc(S(N)(=O)=O)cc1,-3%,3.6%,?,-2%,5%,4%,-9%[46.1 µM],-1%,-13,1%,27µM*
Cc1nn(-c2ccccc2)c(C)c1NC(=O)COC(=O)c1cc(Br)ccc1O,-7%,-0.4%,17%,0%,-16%,6%,12%,3%,2,0%,4%
Cc1ccc(Oc2ccc(Oc3ccc(C)cc3)nn2)cc1,4%,-0.3%,-2%,0%,?,0%,1%,-6%,-12,-7%,2%
CCCN1C(=O)/C(=C/c2ccccc2OCc2ccc(C(=O)O)cc2)NC1=S,-5%,-0.2%,?,3%,17%,8%,3%,-7%,10,-1%,-5%
O=C(CN(C(=O)c1csnn1)c1ccc(F)c(Cl)c1)NC1CCCC1,8%,0.3%,9%,-5%,9%,1%,-2%,-7%,-1,-1%,2%
COC(=O)c1sccc1NC(=O)c1cc(-c2ccc(C)cc2C)nc2ccccc12,1%,-1.2%,-4%,-3%,?,12%,-6%,-4%,8,1%,2%
CCN(CC)CCCNC(=O)C(C)Sc1nc(-c2ccccc2)cc(C(F)(F)F)n1 (configuration not stated),1%,-0.4%,0%,-5%,12%,-1%,-3%,-6%,7,7%,0%
Cn1c(Cn2c(=O)sc3ccccc32)nnc1SCC(=O)NCc1ccc(F)cc1,-1%,0.0%,0%,3%,4%,-13%,0%[46.1 µM],-1%,-4,-1%,4%
Cc1cc(C(=O)COC(=O)/C=C/c2ccco2)c(C)n1C,·,-0.1%,-20%,-1%,?,3%,-3%[46.1 µM],-2%,-11,0%,-18%
CC(C)Oc1cccc(OCCN2C(=O)c3ccccc3C2=O)c1,-2%,-0.5%,12%,-5%,2%,-7%,0%,3%,4,1%,0%
NC(=O)Cn1c(-c2nonc2N)nc2ccccc21,2%,-0.2%,1%,-9%,3%,10%,-4%,-4%,8,1%,4%
C[C@H](CO)N1C[C@H](C)[C@@H](CN(C)Cc2ccc3c(c2)OCO3)Oc2c(NC(=O)C3CC3)cccc2C1=O,·,-0.2%,-2%,13%,-18%,4%,10%,1%,-4,3%,2%
COc1cc(CNCc2ccccc2)ccc1OCC(O)c1ccccc1 (configuration not stated),-10%,-0.5%,-3%,3%,5%,-15%,6%,-3%,8,0%,-7%
COc1ccc(OC)c(S(=O)(=O)Nc2c(C)n(C)n(-c3ccccc3)c2=O)c1,1%,0.6%,4%,3%,-1%,6%,2%,1%,-2,0%,-1%
Cc1onc(-c2ccccc2Cl)c1C(=O)NC1CCS(=O)(=O)C1 (configuration not stated),-1%,-0.1%,2%,4%,7%,4%,4%,-3%,-4,0%,1%
O=C(NCCc1ccccc1)c1ccc2c(c1)N(Cc1ccccc1)C(=O)CS2=O (configuration not stated),2%,0.0%,16%,5%,11%,-14%,7%,-3%,-4,0%,-4%
Cc1cc(/C=N\NC(=O)CC(=O)NC2CCCCC2)c(C)n1-c1ccc(Cl)cc1,-4%,-1.2%,-4%,·,-10%,-17%,4%,-4%,9,0%,-1%
CC1(C)C2CCC1(CS(=O)(=O)NCc1ccc(C(F)(F)F)cc1)C(=O)C2 (configuration not stated),16%,-0.9%,-1%,0%,?,-15%,2%,-8%,6,5%,9%
CCc1nc2ccc(C(=O)N3CCN(c4cccc(C(F)(F)F)c4)CC3)cc2nc1CC,-6%,-0.7%,10%,1%,0%,-10%,8%,-3%,6,-3%,4%
CCOC(=O)N1CCC(Nc2ncnc3c2cnn3-c2ccc(Cl)cc2)CC1,9%,-0.2%,?,5%,?,-15%,-7%,1%,8,2%,4%
CC1(C)CNc2cc([N+](=O)[O-])ccc2S1,2%,-0.2%,0%,0%,?,-27%,-1%,2%,6,0%,-28%
COc1ccc(Br)cc1C(=O)CCC(=O)OCC(=O)Nc1cc(C(N)=O)cc(C(N)=O)c1,6%,0.0%,-3%,5%,9%,-24%,-55%,-4%,-15,-2%,0%
CC1(C)CN2C(=S)N(c3ccccc3)C(c3ccccc3)N2C1 (configuration not stated),-4%,-0.1%,1%,-4%,-7%,-11%,-31%,-2%,-7,0%,0%
CN(C)c1ncnc2sc(-c3ccccc3)cc12,-3%,-0.5%,-2%,-11%,?,-5%,6%,-4%,3,1%,6%
CCOC(=O)N1CCN(C(=O)c2cc3c(s2)-c2ccc(Cl)cc2S(=O)(=O)C3)CC1,-2%,-0.4%,?,?,3%,7%,0%,-1%,32,-8%,-3%
CN1CCN(C(=O)c2cc(Cl)ccc2Cl)CC1,2%,-0.2%,2%,6%,-1%,3%,12%,-2%,-9,2%,4%
O=C(COc1cccc2ccccc12)NNC(=O)c1cccs1,-6%,-0.3%,-7%,-1%,-3%,-4%,1%,-1%,-1,0%,-3%
O=C(Cc1ccc(Cl)cc1)Nc1cccc(S(=O)(=O)Nc2ccccc2F)c1,2%,-0.9%,2%,3%,-16%,-14%,3%,-2%,-29,2%,-18%
CCC1CCCCN1C(=O)CCCOc1ccccc1 (configuration not stated),0%,0.4%,19%,7%,?,2%,2%,-6%,-3,-8%,0%
CN(CC(=O)NCc1ccccc1)S(=O)(=O)c1ccc2c(c1)CCC(=O)N2,1%,-0.1%,0%,1%,?,-11%,-3%,-6%,9,1%,-1%
CCOc1ccccc1N1CCN(C(=O)c2cc(-c3cc(OC)ccc3OC)nc3ccccc23)CC1,-7%,5.8%,14%,-7%,6.5µM*,-17%,1%,-3%,-22,-10%,1%
CCOc1cc(NS(=O)(=O)c2ccccc2)c(OCC)cc1NC(=O)c1ccco1,2%,0.0%,?,-10%,?,-20%,2%,1%,20,-2%,0%
CCN1CCCC1CNCc1ccc(OCc2ccc(Cl)nc2)c(OC)c1 (configuration not stated),-7%,3.3%,-10%,-4%,?,0%,-1%,-2%,2,0%,3%
O=C1CSC(=Nc2cccc(Cl)c2Cl)N1Cc1cccnc1,23%,-0.3%,-17%,12%,-9%,-1%,3%,0%,-18,2%,0%
